# 15-hLO-2 inh: qHTS Assay for Inhibitors of 15-hLO-2 (15-human lipoxygenase 2). Polyunsaturated fatty acid lipoxygenase ALOX15B (Homo sapiens), O15296. purified 15hLO-2, xylenol orange hydroperoxide absorbance. Potency, µM (titrated, usually from 57.1 µM), for the others: at the top dose activity change, negative = inhibition, most hits filed as inhibitors. 0.56% of 110,000 active. AID 881, 2007; also: potency is read from the fitted curve at half-maximal effect; nearly all actives have a fitted effect of over 60% in size; many of its hits are not listed in these tables
#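 Enzyme 50 nM, AA 45 uM, 25 mM Hepes pH 7.5 + 0.01% Triton X-100; cpd preinc 15 min RT, rxn 90 min RT; stop/detect with 200 uM XO + 300 uM Fe(II) in 50 mM H2SO4, 30 min; A573/A405.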
# IMPase inh: qHTS Assay for Identifying the Cell-Membrane Permeable IMPase Inhibitors | Inositol monophosphatase 1 (Rattus norvegicus), P97697 | 120,000 tested, under 10 active | CHO-M1 cells, IP1 accumulation, HTRF TR-FRET ratio | inhibition (IP1 accumulation), % at 46.1 µM; active = well fitted curve in the direction sought with a large enough effect in the signal ratio, not every such curve was filed as active; inconclusive = small, poorly fitted or top-dose-only effect, or a change in a side signal; inactive = no such curve, though single readings can be large or run the other way; the % refers to the signal ratio;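 also: cells stimulated with carbachol in lithium chloride buffer; plate controls were DMSO basal wells for no effect and reference inhibitor wells for full effect; higher means more IMPase inhibition seen as more IP1 and lower FRET ratio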
# Target sequence (P97697 whole entry, looked up): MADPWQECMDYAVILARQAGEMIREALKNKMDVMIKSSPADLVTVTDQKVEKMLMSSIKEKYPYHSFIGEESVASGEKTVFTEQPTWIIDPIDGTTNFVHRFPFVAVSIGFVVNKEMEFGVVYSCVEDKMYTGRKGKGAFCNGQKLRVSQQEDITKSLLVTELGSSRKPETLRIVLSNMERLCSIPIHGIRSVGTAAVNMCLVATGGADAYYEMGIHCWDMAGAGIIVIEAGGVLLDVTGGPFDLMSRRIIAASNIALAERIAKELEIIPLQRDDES
#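 Seeded CHO-M1 cells were dosed with compound at up to 46 uM, stimulated with carbachol for 30 min, then lysed in IP-One detection reagents. Higher IP1 lowers the TR-FRET signal.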
# PNC inhibitor: High Content Assay for Compounds that inhibit the Assembly of the Perinucleolar Compartment; activity change (PNC), negative = inhibition, % at 10 µM; PC3M PTB-GFP, PNC prevalence imaging, 16 h; active compounds read low; 3.1% of 140,000 active;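 active = readout at or below -70, meaning at least 70% loss of cells showing the perinucleolar compartment, a nuclear body marking cancer cells; inconclusive = readout between -30 and a set limit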;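 also: plate controls were DMSO wells for no effect and camptothecin positive control wells for full effect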
#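 PC3M cells stably expressing PTB-GFP, 750–1000 cells/well, treated 16 h at 37 °C with compound (23 nl of library stock), in duplicate. After paraformaldehyde fixation and Hoechst stain, imaged at 20x; PNC prevalence scored by image analysis.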
# ALOX12 inhib: qHTS Assay for Inhibitors of 12-hLO (12-human lipoxygenase) | Polyunsaturated fatty acid lipoxygenase ALOX12 (Homo sapiens), P18054 | purified 12-hLO, xylenol orange hydroperoxide absorbance | Potency, µM (top dose mostly 57.1 µM), for inactives: at the highest dose activity change, negative = inhibition, usual class: inhibitors | 0.12% of 150,000 active | AID 1452, 2008; also: potency is read from the fitted curve at half-maximal effect; nearly all actives have a fitted effect of over 55% in size; many of its hits are not listed in these tables
# Target sequence (P18054 whole entry, looked up): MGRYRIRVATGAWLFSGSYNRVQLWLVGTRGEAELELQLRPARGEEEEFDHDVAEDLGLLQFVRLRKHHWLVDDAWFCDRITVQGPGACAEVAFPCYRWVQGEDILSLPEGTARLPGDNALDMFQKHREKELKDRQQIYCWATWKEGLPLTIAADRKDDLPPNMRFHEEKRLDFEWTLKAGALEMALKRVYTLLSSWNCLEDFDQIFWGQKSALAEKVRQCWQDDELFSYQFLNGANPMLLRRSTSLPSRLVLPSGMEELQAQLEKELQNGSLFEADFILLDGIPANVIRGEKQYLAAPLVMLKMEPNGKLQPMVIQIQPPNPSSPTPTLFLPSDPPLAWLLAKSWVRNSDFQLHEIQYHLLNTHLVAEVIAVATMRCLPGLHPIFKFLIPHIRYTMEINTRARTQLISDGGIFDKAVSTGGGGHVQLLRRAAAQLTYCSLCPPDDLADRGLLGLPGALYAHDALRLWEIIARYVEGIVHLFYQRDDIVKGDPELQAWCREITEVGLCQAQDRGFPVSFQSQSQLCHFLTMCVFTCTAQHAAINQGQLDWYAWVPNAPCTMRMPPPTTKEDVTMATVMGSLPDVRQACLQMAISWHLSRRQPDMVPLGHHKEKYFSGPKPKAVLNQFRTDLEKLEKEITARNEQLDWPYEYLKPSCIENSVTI
#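 Hydroperoxide formation by human 12-lipoxygenase from 40 uM arachidonic acid was followed colorimetrically via ferric-xylenol orange complex, using the 573/405 nm absorbance ratio. Enzyme concentration was 150 nM, with 30 min reaction at room temperature.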
# An asterisk follows results filed as active; ? = inconclusive; . = no result given; [ ] = another dose, or the depositor's remark. Unless noted, calls follow the shape of the dose curve; as a rule, active = well fitted curve in the direction sought with a large enough effect; inconclusive = small, poorly fitted or top-dose-only effect, or another doubt; inactive = no such curve, though single readings can be large; an effect the other way counts as inactive or inconclusive. Unless noted, % is scaled to controls: 0 for no effect and ±100 for the full control effect.
SMILES,15-hLO-2 inh,IMPase inh,PNC inhibitor,ALOX12 inhib
O=C(c1ccc2nc(-c3ccco3)c(-c3ccco3)nc2c1)N1CCN(c2ccccc2)CC1,4.7%[2.29 µM],8.9,-11.6,-7.5%
Cc1ccccc1OCc1nc(-c2ccccc2)no1,-1.2%,2.4,20.0,-2.1%
CCOc1ccc(N=Nc2c(N)[nH][nH]c2=O)cc1,.,.,?,-1.1%
CCOc1ccc(S(=O)(=O)N(C)c2ccc(OCC(=O)Nc3nc(-c4cc(OC)ccc4OC)cs3)cc2)cc1,.,-8.8,?,0.3%
COCC(=O)Nc1nnc(SCC(=O)NCc2cccs2)s1,1.7%,1.8,9.1,1.6%
C=CCc1ccccc1OCC(O)CN1CCN(Cc2ccc3c(c2)OCO3)CC1 (stereo unspecified),0.1%[2.29 µM],1.9,?,-1.3%
CCNC(=S)N1CCN(C(c2ccccc2)c2ccccc2)CC1,49.8%[activator][11.4 µM],-3.0[1.84 µM],-29.3,-6.4%
CC(=O)Nc1nc(-c2cccs2)cs1,-1.0%,0.6,36.0,-4.8%
C/C(=C(/NC(=O)c1ccccc1)C(=O)O)c1ccco1,.,.,-13.7,-2.3%
N#C/C(=C\c1cn(Cc2ccc(C#N)cc2)c2ccccc12)C(=O)NCc1cccs1,.,.,-116.4*,3.3%
Cn1c(=O)oc2cc(S(=O)(=O)N3CCCC(C(=O)NCC4COc5ccccc5O4)C3)ccc21 (stereo unspecified),-3.1%,4.5,?,-1.0%
O=C(NCCc1ccc(Cl)cc1)C1CCN(C(=O)c2sccc2-n2cccc2)CC1,0.7%,-3.7,-25.1,1.5%
O=c1c2ccccc2nc(SCc2ccccc2Cl)n1Cc1ccccc1,-1.2%,7.0,47.8,2.8%
O=C(Cn1nc(Cc2cccnc2)c2ccccc2c1=O)Nc1ccc2c(c1)OCO2,-0.9%,0.3,15.2,-4.5%
O=C(CN1C(=O)COc2ccccc21)NCCN1CCc2ccccc2C1,-5.5%,4.0,?,0.4%
CNC(=S)NNC(=O)Cc1ccc(O)cc1,.,.,34.7,-2.2%
O=C(CCN1C(=O)c2ccccc2C1=O)N1CCN(Cc2ccc(Cl)cc2Cl)CC1,-9.5%,-1.6,?,-7.3%
O=C(C1CCN(CC2CC=CCC2)CC1)N(CCc1ccccc1)Cc1ccccc1 (stereo unspecified),.,.,19.1,-7.6%
O=C(NCCCn1ccnc1)c1cn(-c2ccccc2)nc1-c1ccc(F)cc1,21.5%,1.1,14.0,0.4%
CC1=C2C(=O)OC(c3ccoc3)C2(C)CCC1 (stereo unspecified),4.1%,-0.6,-12.4,0.0%
CCCC(=O)Nc1ccc(N2CCN(S(C)(=O)=O)CC2)cc1,.,.,?,-3.6%
Cc1ccc(-n2c(=O)[nH]cc(C(=O)Nc3ccc4c(c3)OCO4)c2=O)cc1C,-0.7%,-1.9,27.1,-2.9%
CC[C@H](C)[C@H](NS(=O)(=O)c1ccc(C)cc1)C(=O)N1CCC(C(=O)N[C@@H](C)C(=O)O)CC1,2.0%,3.9,38.0,0.0%
CCCN(CCC)CCCNS(=O)(=O)c1cc(Br)cc2c1N(C(C)=O)CC2,5.1%,5.9,0.6,2.2%
Cc1ccccc1NC(=O)Cc1nc(CSc2nnc(C3CCCCC3)n2N)cs1,3.4%,-0.6,21.8,-4.2%
COc1ccc(Br)cc1CN1CCN(C(=O)c2cccc(OC)c2OC)CC1,-13.1%,-4.4,-1.7,-5.9%
COc1ccc(OCC(O)CN2CCCCCC2)cc1 (stereo unspecified),.,0.1[0.0738 µM],-5.4,-1.4%
CCOC(=O)C(=O)N=Nc1c(O)[nH]c2ccccc12,.,.,17.6,-0.5%
CCN(CC)S(=O)(=O)c1cccc(-c2nc3n(n2)Cc2ccccc2-3)c1,-2.7%,7.5,3.7,-4.4%
CCCCOc1ccc(-c2nnc(-c3ccco3)o2)cc1,0.5%,-1.6,-10.2,-3.7%

# One compound at a time, from the list above. Screens in order: 15-hLO-2 inh	IMPase inh	PNC inhibitor	ALOX12 inhib
# O=C(CCN1C(=O)c2ccccc2C1=O)N1CCN(Cc2ccc(Cl)cc2Cl)CC1 as listed: -9.5%	-1.6	?	-7.3%
# CCN(CC)S(=O)(=O)c1cccc(-c2nc3n(n2)Cc2ccccc2-3)c1 as listed: -2.7%	7.5	3.7	-4.4%

# Later entries
SMILES,15-hLO-2 inh,IMPase inh,PNC inhibitor,ALOX12 inhib
COc1ccc(NC(=O)CSc2nc(-c3ccncc3)nn2CC(=O)N2CCCC2)cc1,8.2%,-16.8,0.4,-7.8%
COc1cc(/C=C/C(=O)c2ccc(NS(=O)(=O)c3ccc(C)cc3)cc2)cc(OC)c1O,.,-0.8,34.0,-15.7%
O=S(=O)(Cc1ccccc1)N1CCn2c(nc3ccccc32)C1,0.3%,2.5,-87.1*,-6.0%
CCOC(=O)c1nnn(CC(=O)Nc2cc(Cl)ccc2C)c1C(=O)OCC,-2.8%,3.8,22.1,4.2%
CCOC(=O)C(=Cc1cc(=O)c(OC)co1)C(=O)OCC,.,.,9.1,-3.2%
O=C(Nc1ncc2c(n1)-c1ccccc1CC2)c1ccc(F)cc1,.,2.1,77.7,4.6%
CCC1(C)Cc2c(sc3c2c2ncnn2c2nnc(SCC(=O)NCc4ccco4)n32)CO1 (stereo unspecified),0.6%,4.8,-24.9,-6.9%
CN(C)S(=O)(=O)N1CCN(C(=O)N2CCCCCC2)CC1,2.1%,-5.4,14.3,4.3%
COc1cc(C2N3CC4(C)CN2CC(C)(C3)C4)ccc1O (stereo unspecified),2.7%[2.29 µM],7.4,-21.1,-10.2%
CCC(=O)N/C=C/n1cnc2cc(C(F)(F)F)ccc21,-0.4%,6.5,-11.8,0.1%
COc1ccc(NC2=C(NCCO)C(=O)c3ccccc3C2=O)cc1,.,.,?,-8.5%
N#C/C(=C\c1cn(CCOc2ccccc2)c2ccccc12)C(=O)NCC1CCCO1 (stereo unspecified),-16.4%,9.0,?,-3.0%
COc1ccc(CCNS(=O)(=O)c2ccc3c(c2)OCCO3)cc1,0.5%,5.8,-18.3,2.8%
CCOc1ccccc1NC(=O)C1C2C=CC(C2)C1C(=O)O (stereo unspecified),4.1%,0.1,35.3,2.8%
CC1CCN(c2nnc(-c3cccs3)c3ccccc23)CC1,.,4.6,8.4,-4.7%
CCOC(=O)C(C)n1cnc2c(nnn2Cc2ccc(Cl)cc2)c1=O (stereo unspecified),1.4%,2.1,-18.8,3.5%
O=C(NNS(=O)(=O)c1ccccc1)C1CCN(S(=O)(=O)c2ccccc2)CC1,?,0.5,11.3,-3.8%
OCCN=C(c1ccccc1)C12CN3CN(CN(C3)C1)C2,4.0%,8.9,41.6,-3.4%
COc1ccccc1-n1c(C)nc2cc(C(=O)O)ccc21,-5.8%,?,42.5,4.6%
CCOc1cc(/C=N/n2cnnc2)ccc1O,3.0%,15.5,20.3,-5.2%
COc1ccccc1C(=O)NCC(=O)n1nc(C)cc1C,-5.5%,3.1,?,0.5%
O=C(NCCSCc1ccco1)Nc1ccccc1,2.1%,-22.6,-23.4,5.3%
C=C1c2ccccc2O[C@H](C(=O)OCC)[C@@H]1CC(C)(C)c1ccccc1,-2.4%[0.0915 µM],.,.,-13.9%[0.00818 µM]
COc1ccc(N(CC(=O)N2CCc3ccccc32)S(=O)(=O)c2c(C)nn(C)c2C)cc1,-0.8%,2.6,11.3,-4.6%
N=c1n(CCc2ccccc2)c2ccccc2n1Cc1ccccc1F,.,.,?,-2.1%
CC(=O)N(C(C)=O)c1c(N2CCOCC2)c2ccccc2oc1=O,-1.0%,20.2,17.3,-4.0%
CSC(SC)=C(C(C)=O)C(=O)c1ccc(C)cc1,.,.,-15.6,-4.3%
CCOc1ccc(C2CC(c3cccc(C)c3)n3nc(N)nc3N2)cc1 (stereo unspecified),.,-3.7,41.9,3.0%
Cc1cc(C)n(C(=O)C23CC4CC(CC(C4)C2)C3)n1,0.9%,0.5,27.6,2.6%
O=c1c2c3nc4ccccc4nc3n(-c3cccc(F)c3)c2ncn1Cc1ccc2c(c1)OCO2,3.7%,1.5,33.0,-8.2%
Cc1ccc(NCN2C(=O)C3C4CCC(C4)C3C2=O)cc1 (stereo unspecified),-2.2%,-1.8,18.7,3.9%
COC(=O)C1=C(C)N(C)C(C)=C(C(=O)OC)C1c1ccsc1,0.0%,13.1,?,-1.4%
CCn1c(SCC(=O)Nc2nc(-c3ccc(C)cc3)cs2)nnc1-c1ccccc1,-0.1%,1.8,-12.1,1.7%
CCN(CC)CCCNC(=O)c1cn(CCOC)c(=O)c2c1c1ccccc1n2C,0.1%,-0.6,17.2,3.0%
COc1ccc(NC(=O)c2ccc(CN3CCN(c4ccccc4)CC3)cc2)cc1OC,14.8%,-3.5,16.8,1.4%
COc1ccc(OC)c(C2CC(=O)N3CN(c4ccccc4)CSC3=C2C#N)c1 (stereo unspecified),10µM*,6.6,34.5,?
Cc1cccnc1NC(=O)c1ccccc1-c1ccccc1C(=O)Nc1ncccc1C,.,.,?,1.8%
CCOC(=O)C1=C(C)Nc2sc(C(=O)c3ccc(C)cc3)c(N)c2C1c1ccc(C(=O)OC)cc1 (stereo unspecified),.,.,30.6,0.5%
CCCCOc1ccc(C(=O)NCc2ccccn2)cc1,8.5%,0.5,-7.2,6.0%
CC(=O)OC1CC2(C)C(=O)CCC2C2CCc3cc(O)ccc3C12 (stereo unspecified),-4.8%,9.1,20.8,-6.9%
COc1ccc(NC(C)=O)cc1NC(C)C(=O)Nc1cc(C(F)(F)F)ccc1N1CCOCC1 (stereo unspecified),.,4.7,23.0,-2.5%
CCNc1ccc(C(=O)OCC)cc1NC(=O)c1cc(S(=O)(=O)N2CCOCC2)ccc1C,0.5%,7.1,?,-3.0%
Cc1cccc(CSc2nc3ccncc3n2CC(=O)Nc2ccc(C)c(C)c2)c1,.,.,-6.5,-1.1%
O=C(c1ccco1)N1CCN(c2nc(C3CC3)nc3c2nnn3Cc2ccccc2Cl)CC1,.,.,-12.8,-4.3%
COc1nc(N2CCOCC2)nc(C)c1[N+](=O)[O-],.,.,-21.6,-1.4%
C/C(N)=C(/C#N)C(=O)CSc1nnc(-c2ccc(OC(F)F)cc2)o1,-6.5%,3.7,24.1,5.0%
COc1ccc(-c2nc3cnc(N4CCNCC4)nc3n(Cc3ccc(F)cc3)c2=O)cc1,4.1%,.,.,1.2%
N#C/C(=C\c1ccc(O)c(O)c1)C(=O)NCc1ccccc1,?,10.6,.,?
Cc1cc(NS(=O)(=O)c2ccc(NC(=O)C(C(C)C)N3C(=O)c4ccccc4C3=O)cc2)nc(C)n1 (stereo unspecified),-6.0%,2.1,-88.1*,4.6%
O=C(Nc1nccs1)c1cccc(NC(=O)C2CC2)c1,3.9%,-8.9,?,2.0%
O=[N+]([O-])c1cc(S(=O)(=O)N2CCCC2)ccc1NN=C1CCCC1,.,.,27.5,0.6%
CCN(C(=O)c1cn(CC)c(=O)c2cc(OC)c(OC)cc12)c1ccccc1C,4.7%,5.7,-7.1,2.2%
CCN(CCCNC(=O)CN(C)S(=O)(=O)c1cccc2nsnc12)c1cccc(C)c1,4.2%,9.9,-20.0,-6.3%
CCNC(=S)N1CCN(c2ccccc2OCC)CC1,.,.,13.2,0.5%
CN1/C(=C\C(=S)NC(=O)c2ccc([N+](=O)[O-])cc2)C(C)(C)c2ccccc21,.,-2.5,-9.9,0.5%
Cc1ccc(NC(=O)Cn2cccc2)cc1C,-6.1%,-2.9,52.0,3.8%
COc1ccc(NS(=O)(=O)c2cc(-c3nnnn3C)ccc2OC)cc1,-0.8%,2.9,25.5,2.0%
CCN(Cc1ccccc1)S(=O)(=O)c1ccc(S(=O)(=O)N(Cc2ccccn2)Cc2ccco2)cc1,-1.5%,-1.2,?,1.4%

# From PubChem BioAssay
